Bioassay records deposited in PubChem by National Center for Advancing Translational Sciences (NCATS).
PNC assembly inh – inhibitors of perinucleolar compartment assembly. PC3M PTB-GFP, PNC prevalence imaging, 16 h; hits give low values. activity change (PNC), negative = inhibition, % at 10 µM. 140,000 compounds, 3.1% hits;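 active = readout at or below -70, meaning at least 70% loss of cells showing the perinucleolar compartment, a nuclear body marking cancer cells; inconclusive = readout between -30 and a set limit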;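 also: plate controls were DMSO wells for no effect and camptothecin positive control wells for full effect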
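Read-out is percentage of cells bearing a perinucleolar compartment, from automated 20x imaging of fixed, Hoechst-stained PC3M PTB-GFP cells. Cells were seeded 4 h, then exposed 16 h to compound (23 nl of library stock) in duplicate plates.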
ALOX15B inhib – blocks human 15-lipoxygenase 2 activity; O15296; purified 15hLO-2, xylenol orange hydroperoxide absorbance; Potency, µM (titrated, usually from 57.1 µM), without a hit: at the top dose activity change, negative = inhibition, most hits filed as inhibitors; 110,000 compounds, 0.56% hits; AID 881; also: potency is read from the fitted curve at half-maximal effect; nearly all actives have a fitted effect of over 60% in size; many of its hits are not listed in these tables
Target sequence (O15296 whole entry, looked up): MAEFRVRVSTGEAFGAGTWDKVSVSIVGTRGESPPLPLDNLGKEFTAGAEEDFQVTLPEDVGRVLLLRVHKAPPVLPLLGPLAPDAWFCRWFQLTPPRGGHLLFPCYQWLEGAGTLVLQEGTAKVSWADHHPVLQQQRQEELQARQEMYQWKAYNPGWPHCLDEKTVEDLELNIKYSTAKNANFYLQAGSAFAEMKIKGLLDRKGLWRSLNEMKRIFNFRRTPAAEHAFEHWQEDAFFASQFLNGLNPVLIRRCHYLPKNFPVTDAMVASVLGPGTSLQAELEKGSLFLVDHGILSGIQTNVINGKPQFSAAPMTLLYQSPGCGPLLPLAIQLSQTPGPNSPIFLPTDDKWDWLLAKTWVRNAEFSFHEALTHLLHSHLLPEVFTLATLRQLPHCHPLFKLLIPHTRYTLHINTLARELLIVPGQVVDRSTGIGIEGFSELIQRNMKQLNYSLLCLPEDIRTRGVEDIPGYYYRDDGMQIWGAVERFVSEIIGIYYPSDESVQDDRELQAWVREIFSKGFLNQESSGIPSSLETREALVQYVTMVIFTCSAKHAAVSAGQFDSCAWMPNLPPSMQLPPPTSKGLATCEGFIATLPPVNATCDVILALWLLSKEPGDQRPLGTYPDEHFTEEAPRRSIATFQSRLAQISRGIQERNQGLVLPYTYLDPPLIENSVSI
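Screening format was qHTS against 50 nM purified 15hLO-2 in Hepes pH 7.5 with detergent. Activity follows hydroperoxide formation from 45 uM arachidonic acid, measured as 573:405 nm absorbance ratio of the ferric-xylenol orange complex.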
12-hLO inh – inhibitors of human 12-lipoxygenase (ALOX12); P18054; purified 12-hLO, xylenol orange hydroperoxide absorbance; Potency, µM (titrated, usually from 57.1 µM), for the others: at the top dose activity change, negative = inhibition, usual class: inhibitors; 150,000 compounds, 0.12% hits; AID 1452; also: potency is read from the fitted curve at half-maximal effect; nearly all actives have a fitted effect of over 55% in size; many of its hits are not listed in these tables
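150 nM 12hLO, 25 mM Hepes pH 7.0 + 0.01% Triton X-100; cpd preinc 15 min RT; 40 uM arachidonic acid, 30 min RT; Fe-XO 30 min; A573/A405 ratio as read-out.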
IMPase inh – IMPase inhibition in cells | P97697 | CHO-M1 cells, IP1 accumulation, HTRF TR-FRET ratio | inhibition (IP1 accumulation), % at 46.1 µM | 120,000 tested, under 10 active | AID 901; active = well fitted curve in the direction sought with a large enough effect in the signal ratio, not every such curve was filed as active; inconclusive = small, poorly fitted or top-dose-only effect, or a change in a side signal; inactive = no such curve, though single readings can be large or run the other way; the % refers to the signal ratio;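 also: cells stimulated with carbachol in lithium chloride buffer; plate controls were DMSO basal wells for no effect and reference inhibitor wells for full effect; higher means more IMPase inhibition seen as more IP1 and lower FRET ratio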
Target sequence (P97697 whole entry, looked up): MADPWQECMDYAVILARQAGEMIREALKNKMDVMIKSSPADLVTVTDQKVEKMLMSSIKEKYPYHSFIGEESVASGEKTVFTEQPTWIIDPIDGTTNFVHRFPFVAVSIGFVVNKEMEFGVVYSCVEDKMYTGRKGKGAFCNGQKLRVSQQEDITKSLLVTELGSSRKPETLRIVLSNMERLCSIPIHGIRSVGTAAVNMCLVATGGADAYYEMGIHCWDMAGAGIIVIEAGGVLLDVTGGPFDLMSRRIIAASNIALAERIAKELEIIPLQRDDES
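Cellular IMPase inhibition is scored as a rise in cytosolic IP1, detected by competitive TR-FRET between d2-labelled IP1 and a europium anti-IP1 antibody. M1-expressing CHO cells were stimulated with carbachol for 30 min at 37C, with lithium (50 mM LiCl) present in the buffer.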
* hit, by the source's call; u = inconclusive; x = no result given; & = joins results of further samples; [ ] = another dose, or the depositor's remark. Unless noted, calls follow the shape of the dose curve; as a rule, active = well fitted curve in the direction sought with a large enough effect; inconclusive = small, poorly fitted or top-dose-only effect, or another doubt; inactive = no such curve, though single readings can be large; an effect the other way counts as inactive or inconclusive. Unless noted, % is scaled to controls: 0 for no effect and ±100 for the full control effect. Compounds as they come; any-hit rate near 3.1%.

(1) O=C(Nc1cccc2c1C(=O)NC2=O)c1ccc(S(=O)(=O)N2CCCC2)cc1
(2) Cc1cc(=O)[nH]c(N/N=C/c2cccs2)n1
(3) Cc1cc(Nc2ccc3ccccc3c2)n2ncnc2n1
(4) COc1ccc(C(=O)N/N=C/c2cc3ccccc3[nH]c2=S)cc1
(5) CCN(CC)C(=O)Cn1cnc2c1c(=O)n(C)c(=O)n2C
(6) O=c1ccn(-c2cccc(C(F)(F)F)c2)nc1-c1ccn(-c2ccccc2F)n1
(7) O=c1[nH]c(SCc2ccccc2Cl)nc2c1CCCC2
(8) CCC(C)NC(=O)c1ccccc1NC(=O)c1ccc(CSc2ccc(C)cc2)cc1 (stereo unspecified)

assay / compound	1	2	3	4	5	6	7	8
PNC assembly inh	-110.7*	u	u	-27.1	-24.7	-11.8	-23.8	27.4
ALOX15B inhib	-7.6%	x	11.3%	u	-1.8%	5.9%	-14.3%	8.4%
12-hLO inh	-2.0%	-0.7%	-6.8%	17.8µM*	0.5%	-12.5%	-0.9%	-3.5%
IMPase inh	-8.4	x	4.6	0.0	-4.2	2.6	3.1	12.3

(9) C/C(=N/NC(=O)C1CCCCC1)c1ccc([N+](=O)[O-])cc1
(10) C=C1C2(C(=O)Nc3nccs3)CCC(C2)C1(C)C (stereo unspecified)
(11) O=C(O)CCCC[C@H]1CCSS1
(12) CCOC(=O)c1sc2ncn(C(C)C(=O)OC)c(=O)c2c1C (stereo unspecified)
(13) CC1CCCCN1C(=O)CSc1nnc(CSc2ncccn2)n1C (stereo unspecified)
(14) CCCOC(=O)c1c(NC(=O)c2cnn3c2NC(c2ccccc2)CC3C(F)(F)F)sc2c1CCCC2 (stereo unspecified)
(15) O=C(c1ccccc1)c1ccc(OCC(O)CN2CCN(S(=O)(=O)N3CCCCC3)CC2)cc1 (stereo unspecified)
(16) Cc1cc2nc(NC3=NCN(CCN4CCOCC4)CN3)nc(C)c2cc1C

assay / compound	9	10	11	12	13	14	15	16
PNC assembly inh	u	67.3	x	49.7	7.0	u	-11.7	-14.6
ALOX15B inhib	x	22.9%	4.9%	-4.3%	-5.7%	x	27.0%	4.3%
12-hLO inh	4.1%	-4.4%	-5.9%	-1.2%	0.9%	-0.6%	1.2%	-1.6%
IMPase inh	x	5.5	-1.7	1.2	3.0	-1.6	15.3	-1.8

(17) CCOC(=O)C1CCN(c2c(NCc3ccc(C(=O)NC4CCCC4)cc3)c(=O)c2=O)CC1
(18) O=C(Nc1sc2c(c1-c1nc3ccccc3[nH]1)CCCC2)C1CC1
(19) O=C(Nc1ccccc1)C1CC(=O)n2ncnc2N1 (stereo unspecified)
(20) CN(C)S(=O)(=O)c1ccc(N2C(=O)CC2(/C=C/c2ccccc2)C(=O)NC2CCCC2)cc1 (stereo unspecified)
(21) COc1ccccc1NC(=O)c1cc2ccccc2o1
(22) S=C(Nc1ccc(Cl)cc1)NC1CC2CCCC(C1)N2C1CCCC1 (stereo unspecified)
(23) Cc1ccccc1NC(=O)c1ccc(-c2ccc(Cl)cc2Cl)o1
(24) COc1ccc(-c2nc3n(n2)C(c2ccccc2)C2=C(CCCC2=O)N3)cc1OC (stereo unspecified)

assay / compound	17	18	19	20	21	22	23	24
PNC assembly inh	-13.3	u	-3.1	12.9	17.9	36.2	23.5	u
ALOX15B inhib	0.8%	-2.5%	4.4%	x	x	2.9%	-3.7%	-0.5%
12-hLO inh	-3.2%	-0.4%	3.0%	0.2%	15.8%	0.6%	-5.5%	4.6%
IMPase inh	3.3	5.9	-5.0	x	-11.5	1.1	-2.7	-0.1

Laid out differently: results already given
No. | Compound | PNC assembly inh | ALOX15B inhib | 12-hLO inh | IMPase inh
17 | CCOC(=O)C1CCN(c2c(NCc3ccc(C(=O)NC4CCCC4)cc3)c(=O)c2=O)CC1 | -13.3 | 0.8% | -3.2% | 3.3
18 | O=C(Nc1sc2c(c1-c1nc3ccccc3[nH]1)CCCC2)C1CC1 | u | -2.5% | -0.4% | 5.9
19 | O=C(Nc1ccccc1)C1CC(=O)n2ncnc2N1 (stereo unspecified) | -3.1 | 4.4% | 3.0% | -5.0
20 | CN(C)S(=O)(=O)c1ccc(N2C(=O)CC2(/C=C/c2ccccc2)C(=O)NC2CCCC2)cc1 (stereo unspecified) | 12.9 | x | 0.2% | x
21 | COc1ccccc1NC(=O)c1cc2ccccc2o1 | 17.9 | x | 15.8% | -11.5

(continued)
(25) CCOc1ccc(S(=O)(=O)NCCN2CCOCC2)c2ccccc12
(26) Cc1nc2c(-c3ccc(F)cc3)c(C)nn2c(C)c1CCC(=O)N1CCN(c2ccccn2)CC1
(27) COc1ccc(C2CC(=O)Oc3cc(OC)c(OC)c(OC)c32)cc1 (stereo unspecified)
(28) Cc1onc(-c2c(F)cccc2Cl)c1C(=O)Nc1ccc(S(=O)(=O)Nc2ncccn2)cc1
(29) CCOC(=O)N1CCN(C(=O)C(c2ccccc2)c2ccccc2)CC1
(30) COc1cccc(N2C(=O)C(O)=C(C(C)=O)C2c2ccc(OC)c(OC)c2)c1 (stereo unspecified)
(31) O=c1oc(-c2ccccc2NS(=O)(=O)c2ccccc2)nc2ccccc12
(32) Cc1ccc(C(=O)Nc2nnc(-c3ccncc3)s2)o1

assay / compound	25	26	27	28	29	30	31	32
PNC assembly inh	-5.4	15.0	x	-123.3*	23.9	22.6	27.4	28.7
ALOX15B inhib	9.2%	5.1%	-2.7%[0.0915 µM]	-1.5%	-4.7%	12.2%	-4.2%	0.1%
12-hLO inh	-3.0%	3.2%	-2.5%[0.00818 µM]	0.2%	7.0%	8.4%	-1.2%	-3.6%
IMPase inh	-2.7	4.4	x	1.3	5.7	-3.5	-1.6	-23.3

(33) Cc1cc(C(=O)N/N=C/c2cccn2C)n[nH]1
(34) CCN1CCN(CCNC(=O)C2CCN(Cc3nc(-c4ccc(Cl)cc4)oc3C)CC2)CC1
(35) COC(=O)c1ccc(CNC(=O)CN(CCC(C)C)S(=O)(=O)c2ccc3c(c2)OCCO3)cc1
(36) Cc1cccc(-n2cc[nH]c2=S)c1C
(37) CC(=O)c1nc2ccccc2n1S(=O)(=O)c1ccc(C)cc1
(38) COc1ccc(C)cc1C(=O)CCC(=O)Nc1ccccc1N1CCOCC1
(39) O=C1CN(c2ccc(Cl)cc2)C(=O)CN1NC(=S)Nc1ccc(Cl)cc1
(40) COc1ccc(CN(C(=S)Nc2ccccc2)C2CC(=O)N(c3ccc(Cl)cc3)C2=O)cc1 (stereo unspecified)

assay / compound	33	34	35	36	37	38	39	40
PNC assembly inh	23.0	6.0	7.0	20.3	u	3.6	15.4	25.5
ALOX15B inhib	x	14.2%	x	x	-11.5%	-12.8%	-8.5%	-3.2%
12-hLO inh	1.5%	4.4%	0.3%	-2.6%	-0.2%	-13.1%	-10.6%	-13.5%
IMPase inh	-1.7	-0.9	x	8.6	3.7	11.1	-6.0	u

(41) N#Cc1cc2c(nc1SCC1COc3ccccc3O1)CCC2 (stereo unspecified)
(42) CC1=C(C(=O)OCc2ccccc2)C(/C=C/c2ccccc2)NC(=S)N1 (stereo unspecified)
(43) COc1ccc(C)cc1Nc1cc(C)nc2nc(C)nn12
(44) CC(=O)N1CCc2cc(Br)cc(S(=O)(=O)N3CCN(c4ccccn4)CC3)c21
(45) O=C(COc1ccccc1)Nc1cccc2c1CCCC2
(46) O=C(O)CSCNC(=O)C12CC3CC(CC(C3)C1)C2
(47) Brc1ccccc1-c1nnc2sc(Cc3ccccc3)nn12
(48) CCOc1ccc(-c2noc(=O)[nH]2)cc1

assay / compound	41	42	43	44	45	46	47	48
PNC assembly inh	16.8	13.9	12.5	21.9	u	13.8	23.8	-7.3
ALOX15B inhib	-6.2%	x	-3.8%	1.8%	11.8%	-2.8%	-0.3%	1.4%
12-hLO inh	-4.0%	u	-2.3%	-0.5%	4.8%	3.4%	-1.3%	2.6%
IMPase inh	16.2	1.8	1.1	-6.9	2.1	-4.7	-7.0	2.3

(49) CC(NC(=O)OCc1ccccc1)C(=O)NCC1CCCO1 (stereo unspecified)
(50) O=C(CSc1nnc2c3ccccc3c3ccccc3c2n1)Nc1ccccc1
(51) Nc1nc(SCc2nnc(SCC(=O)O)n2-c2ccccc2)nc2sc3c(c12)CCCC3
(52) COC(=O)C(C)(C)ONC(=O)Nc1ccccc1
(53) COC(=O)C1OC(=O)C2O[C@@]23[C@]2(C)C(OC(C)=O)CC4C(C)(C)C(=O)CC[C@]4(C)C2CC[C@@]13C (stereo partly specified)
(54) COc1ccccc1CNC(=O)c1cn(C)c(=O)c2cc(OC)c(OC)cc12
(55) COC(=O)c1cc(-c2ccccc2)n[nH]1
(56) COc1cc(OC)cc(C(=O)Nc2cc(NC(=O)c3ccco3)ccc2OC)c1

assay / compound	49	50	51	52	53	54	55	56
PNC assembly inh	34.2	65.0	20.5	-22.7	x	-9.7	u	-24.7
ALOX15B inhib	3.5%	u	-6.7%	x	0.0%	-0.5%	0.7%[11.4 µM]	6.9%
12-hLO inh	1.1%	10.8%	-1.7%	4.5%	1.9%	-0.7%	-3.3%	-6.3%
IMPase inh	3.3	3.5	-1.4	6.2	x	2.7	-1.5[1.84 µM]	4.9

(57) CCOc1cc2[nH]c(=S)n(CCCC(=O)NCc3ccco3)c(=O)c2cc1OCC
(58) CC(OC(=O)c1cc(S(=O)(=O)Nc2ccc(F)cc2)ccc1Cl)C(=O)Nc1ccc2c(c1)OCCO2 (stereo unspecified)
(59) O=C(c1ccccc1)N1CCN(C2CCCCCC2)CC1
(60) CCOc1ccc(NC(=S)N(Cc2ccc(Cl)cc2)Cc2ccco2)cc1
(61) COC(=O)c1c(NC(=O)CN2CCN(c3cccc(Cl)c3)CC2)sc(C)c1C
(62) O=C(Nc1c2c(nn1-c1ccc(F)cc1)CS(=O)(=O)C2)C12CC3CC(CC(C3)C1)C2
(63) CCN(CC)C1=CC(=O)OC12CCCCC2
(64) O=c1[nH]c(Cc2cccs2)nc2ccccc12

assay / compound	57	58	59	60	61	62	63	64
PNC assembly inh	14.7	-16.8	u	43.5	-27.6	6.5	23.3	-11.0
ALOX15B inhib	-17.2%	x	-11.8%	u	x	3.2%	41.5%[activator]	-15.1%
12-hLO inh	1.2%	5.2%	-7.4%	u	0.3%	-1.5%	-2.7%	-4.1%
IMPase inh	-1.5	2.0	7.9	7.4	x	-4.9	10.5	3.1

(65) O=C(Nc1cccc(N2CCCC2)c1)c1cccs1
(66) CN1Cc2c(N)cccc2C(c2ccccc2)C1 (stereo unspecified)
(67) CCC(C)Cn1c(C(C)O)nc2ccccc21 (stereo unspecified)
(68) CCS(=O)(=O)Nc1cccc(-c2nc3cccnc3s2)c1C
(69) CC(=O)c1ccc(S(=O)(=O)N2CCCC2)cc1
(70) Cc1ccc(-c2nn3c(-c4ccco4)nnc3c3ccccc23)cc1S(=O)(=O)NCC1CCCO1 (stereo unspecified)
(71) Cc1c(C(=O)N2CCCC2)nnn1-c1nonc1N
(72) CCCn1nc(C(=O)NC2CCCc3ccccc32)c2ccccc2c1=O (stereo unspecified)

assay / compound	65	66	67	68	69	70	71	72
PNC assembly inh	14.9	34.8	u	u	1.9	20.7	6.1	-8.5
ALOX15B inhib	-0.7%	-0.1%	1.1%	-1.6%	-4.4%	-9.3%	0.8%	x
12-hLO inh	0.0%	1.2%&-0.5%	1.0%	3.2%	4.4%	-7.7%	5.0%	-1.9%
IMPase inh	4.0	x	-13.4	6.3	-6.3	-0.1	17.6	-0.5
